Screens as filed in PubChem.
MazEF act: activators of E. coli MazEF toxin-antitoxin RNase. FAM/BHQ RNA-DNA oligo cleavage fluorescence, 5 h. P0AE70. activation, % at 20 µM. actives 0.32% (n = 350,000); in the data active = activation above about 50%
Y pestis TopoI: inhibitors of Yersinia pestis topoisomerase I; activity, % at 10 µM; actives 0.064% (n = 360,000); Y. pestis Topo-I cleavage product accumulation, plate reader; in the data active = activity above about 50%, passing the limit was not always enough; also: inactives centre near 2
SARS 3CLpro inh: SARS-CoV 3CLpro protease inhibition | AID 1706 | recombinant SARS-CoV 3CLpro, quenched FRET peptide cleavage | inhibition, % at 6 µM | P0C6X7 | actives 0.14% (n = 290,000); in the data active = inhibition above about 12%
SSB-PriA inh: inhibitors of Klebsiella pneumoniae PriA binding to SSB C-terminal tail. AlphaScreen SSBct-PriA binding, biotinylated peptide. inhibition, % at 33 µM. actives 0.6% (n = 430,000); in the data active = inhibition mostly above about 37%, no sharp cut-off; inactive = mostly below about 20%;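 also: plate controls were negative control peptide for no effect and reference peptide for full effect; strong numbers were not always called active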
TcdB inh: inhibitors of Clostridioides difficile toxin B glycohydrolase | TcdB glycohydrolase enzymatic assay, plate reader | inhibition, % at 9.99 µM | actives 0.24% (n = 350,000); in the data active = inhibition above about 10%
CCHF vOTU inh: blocks the CCHF virus ovarian tumor domain protease; CCHFV vOTU protease, Pep-AMC fluorescence; inhibition, % at 11.5 µM; actives 0.55% (n = 370,000); AID 651958; in the data active = inhibition above about 30%; also: 0% = vehicle wells with enzyme and 100% = no enzyme wells
Rv3671c protease: inhibitors of M. tuberculosis serine protease Rv3671c | P9WHR9 | inhibition, % at 5.96 µM | actives 0.048% (n = 320,000) | AID 2606; in the data active = inhibition above about 38%;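 also: extracellular domain of Rv3671c used as enzyme; 0% = enzyme with DMSO and 100% = no enzyme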
PrPC TRFRET: cell surface PrPC inhibition, primary TR-FRET screen. actives 0.43% (n = 370,000). AID 720596. P04156. inhibition, % at 13.8 µM. TR-FRET read-out; in the data active = inhibition above about 24%; also: 0% = median of the test wells and 100% = reference compound wells
BH1578 lux ind: induces V. cholerae light production without autoinducers; AID 588436; actives 0.16% (n = 350,000); V. cholerae BH1578 lux reporter, luminescence, 6 h; activation, % at 18.7 µM; in the data active = activation mostly above about 9.7%, no sharp cut-off; also: not every result past the cut was called active; inactives centre near 0; reference of the scale not given here
DUSP3 inh: DUSP3 (human) phosphatase inhibition. P51452. actives 0.52% (n = 290,000). inhibition, % at 13.3 µM. recombinant VHR phosphatase, pNPP absorbance. AID 1654; in the data active = inhibition above about 50%; also: some compounds called inactive have numbers as strong as hits
An asterisk follows results filed as active; i = inactive; . = no result given; & = joins results of further samples. This is a subset; count on the stated rates, not on these rows.

| molecule | PrPC TRFRET | MazEF act | BH1578 lux ind | SARS 3CLpro inh | Y pestis TopoI | SSB-PriA inh | Rv3671c protease | TcdB inh | CCHF vOTU inh | DUSP3 inh |
| --- | --- | --- | --- | --- | --- | --- | --- | --- | --- | --- |
| O=C(CSc1nc2ccc(N3CCOCC3)cc2c(=O)n1CCc1ccccc1)NCC1CCCO1 (stereo unspecified) | -11 | 6 | 0.1 | 6 | 11 | -10 | 9 | 1.3 | -11 | -4 |
| COC1=C/C(=C/c2c(N)n3nc(CC(=O)N4CCOCC4)sc3nc2=O)C=CC1=O | 0 | -85 | -0.2 | 1 | -2 | . | -6 | 11* | 5 | 12 |
| NCCOc1ccccc1Cc1ccccc1 | 0 | 0 | . | -5 | -15 | -10 | -6 | . | -12 | 19 |
| O=C(COC(=O)/C=C/c1ccccc1[N+](=O)[O-])NC1CC1 | -4 | -2 | i | 1 | -5 | 9 | -9 | 0.6 | 10 | 19 |
| CCS(=O)(=O)c1ncc(Cl)c(C(=O)Nc2ccc(C)cc2)n1 | 42* | 2 | 1.0 | 3 | 7 | -9 | -1 | 1.3 | -6 | -18 |
| COc1cc(S(=O)(=O)N2CCN(C(=O)C3CC3)CC2)ccc1NC(C)=O | 8 | 3 | 0.9 | . | -1 | -3 | 3 | 0.0 | -6 | . |
| CC(=O)Nc1ccc(NC(=O)CC(NC(=O)c2ccccc2)c2ccccc2)cc1 (stereo unspecified) | 4 | -9 | 1.6 | 4 | 3 | -20 | -8 | 0.1 | 2 | -2 |
| COc1ccc(C(=O)NCC2CCCO2)cc1S(=O)(=O)N1CCCc2ccccc21 (stereo unspecified) | -3 | -2 | -0.4 | 1 | 12 | 3 | 4 | 1.4 | -9 | -6 |
| COc1cc(C2CC(=O)C3=C(C2)Nc2ncnn2C3c2cccs2)cc(OC)c1OC (stereo unspecified) | 7 | 2 | -0.7 | -4 | 6 | 1 | -3 | 1.0 | -8 | 8 |
| C/C=C(\C)CN1CCN(c2ccc(C)cc2)CC1 | 0 | -12 | -0.2 | 1 | -6 | -7 | 10 | . | -3 | 8 |
| CC(=O)N/N=C(\C)CC(=O)Nc1cccc(C(F)(F)F)c1 | -7 | -30 | -0.2 | 1 | -11 | . | -6 | 0.7 | 10 | 37 |
| Cc1c(-c2cccc(Cl)c2)nc2ccccc2c1C(=O)NC1CC1 | -2 | -4 | i | -5 | -11 | -19 | . | 1.4 | -1 | 39 |
| CCOc1c(OC)ccc2c3c(c(=O)oc12)CCCC3 | 3 | 0 | i | -3 | 9 | -2 | -7 | . | -7 | 15 |
| COCCn1c(SCC(=O)Nc2ccc(F)cc2)nc2c([nH]c3ccccc32)c1=O | -1 | -8 | 0.5 | 4 | -3 | 3 | 4 | -0.9 | -1 | 11 |
| Cc1cc(C)c(C(=O)O)c(CC(C)(C)C(=O)O)c1 | 0 | 9 | i | 4 | 2 | -4 | 3 | -0.6 | 2 | 10 |
| Cc1ccc(/C=C2\Sc3ccccc3C2=O)s1 | -3 | 23 | -0.7 | 2 | 14 | -2 | -14 | . | -6 | 18 |
| N#Cc1c(-c2cccc([N+](=O)[O-])c2)nc2n(c1=O)CCS2 | -43 | 2 | 1.9 | -1 | 1 | -11 | -4 | 0.8 | 7 | -10 |
| CCc1ccc(C(=O)NNc2ccc(F)cc2)cc1 | -7 | 7 | -0.9 | 4 | 4 | -12 | 3 | -3.0 | 7 | 19 |
| CCc1ccc(-c2cc(C(=O)NCc3ccco3)c3ccccc3n2)s1 | -3 | -6 | i | 6 | 4 | -13 | -7 | . | -92 | -1 |
| CSc1cccc(CNC(=O)C2CCC(=O)N(CCc3ccccc3)C2)c1 (stereo unspecified) | 3 | 3 | i | . | 16 | . | . | 1.3 | -10 | . |
| O=C(Nc1ccc(Oc2ccccc2)cc1)c1ccc(Cn2c(=O)[nH]c3ccsc3c2=O)cc1 | 4 | -11 | -0.2 | -2 | -5 | -9 | -49 | 0.3 | -4 | -11 |
| COc1cc2c(=O)n(CCC(=O)NCC3CCCO3)c(=O)n(CC(=O)Nc3ccccc3C)c2cc1OC (stereo unspecified) | 2 | 14 | -0.3 | 3 | -3 | -2 | -8 | 1.1 | 5 | 18 |
| Nc1ccc2c(c1)C(O)c1cccc(C(=O)O)c1-2 (stereo unspecified) | 4 | 5 | 1.1 | . | 4 | -6 | . | -0.9 | 5 | . |
| Cc1ccc(C)c(NC(=O)C2CC3c4ccccc4C2c2ccccc23)c1 (stereo unspecified) | 5 | 12 | i | 4 | -7 | -9 | -1 | . | 3 | 42 |
| Clc1ccc2scc(CN3CCCCC3)c2c1 | 8 | 7 | -0.9 | 3 | 4 | -13 | -5 | . | 3 | 12 |
| Cc1onc(-c2c(Cl)cccc2Cl)c1C(=O)N1CCN(c2ccc(F)cc2)CC1 | -3 | 2 | i | -3 | 8 | -13 | 0 | 0.9 | 3 | -1 |
| CN(C)c1ccc(CC(=O)c2nc3ccccc3s2)cc1 | 0 | -3 | -0.2 | 0 | 0 | 9 | -6 | -1.2 | 4 | 2 |
| Cc1cc(-c2n[nH]c(=S)n2/N=C/c2cccc([N+](=O)[O-])c2)n[nH]1 | -3 | 5 | -0.4 | -3 | -1 | . | -4 | . | 5 | -3 |
| CCNS(=O)(=O)c1ccc(CCC(=O)Nc2ccc3c(c2)OCO3)cc1 | 6 | 8 | -0.7 | -2 | 3 | 2 | 3 | 0.5 | -6 | 8 |
| Cc1c(C(=O)N2CCN(c3ccccn3)CC2)oc2c1C(=O)CC(C)(C)C2 | -1 | -2 | -0.5 | -1 | 6 | -12 | -5 | 0.2 | 3 | -9 |

4 compounds from above, arranged by formula weight, low to high:
| molecule | PrPC TRFRET | MazEF act | BH1578 lux ind | SARS 3CLpro inh | Y pestis TopoI | SSB-PriA inh | Rv3671c protease | TcdB inh | CCHF vOTU inh | DUSP3 inh |
| --- | --- | --- | --- | --- | --- | --- | --- | --- | --- | --- |
| CN(C)c1ccc(CC(=O)c2nc3ccccc3s2)cc1 | 0 | -3 | -0.2 | 0 | 0 | 9 | -6 | -1.2 | 4 | 2 |
| Cc1ccc(C)c(NC(=O)C2CC3c4ccccc4C2c2ccccc23)c1 (stereo unspecified) | 5 | 12 | i | 4 | -7 | -9 | -1 | . | 3 | 42 |
| Cc1onc(-c2c(Cl)cccc2Cl)c1C(=O)N1CCN(c2ccc(F)cc2)CC1 | -3 | 2 | i | -3 | 8 | -13 | 0 | 0.9 | 3 | -1 |
| COc1cc2c(=O)n(CCC(=O)NCC3CCCO3)c(=O)n(CC(=O)Nc3ccccc3C)c2cc1OC (stereo unspecified) | 2 | 14 | -0.3 | 3 | -3 | -2 | -8 | 1.1 | 5 | 18 |

The list goes on:
| molecule | PrPC TRFRET | MazEF act | BH1578 lux ind | SARS 3CLpro inh | Y pestis TopoI | SSB-PriA inh | Rv3671c protease | TcdB inh | CCHF vOTU inh | DUSP3 inh |
| --- | --- | --- | --- | --- | --- | --- | --- | --- | --- | --- |
| NC(=O)CN1C(=O)NC2(CCCc3sccc32)C1=O (stereo unspecified) | 7 | 10 | -0.5 | 2 | 3 | -5 | 14 | -2.8 | 16 | 47 |
| COC(=O)c1ccccc1NC(=O)COC(=O)[C@H](C)NC(N)=O | 2 | 6 | -0.4 | -5 | 0 | -4 | 4 | 0.9 | -8 | -24 |
| CCN1CCN(C(=S)NC(C)c2ccccc2)CC1 (stereo unspecified) | -7 | 4 | -0.2 | -3 | -1 | -6 | -6 | . | -22 | -8 |
| CCSc1nc(N2CCOCC2)c2c(c1C#N)CCCC2 | 1 | 1 | -0.5 | 2 | 8 | -15 | 0 | . | -2 | -8 |
| COc1cccc(N(CC(=O)Nc2ccccc2C(=O)N2CCCC2)S(C)(=O)=O)c1 | -12 | 4 | -0.3 | -5 | 6 | 8 | -9 | 1.6 | 0 | -35 |
| CCOC(=O)N1CCN(C(=O)c2ccccc2NC(=O)c2ccc(F)cc2)CC1 | 3 | -3 | i | -3 | -5 | -4 | 2 | 0.1 | 3 | -4 |
| COc1ccc(-c2nnc(NC(=O)Cc3ccccc3)o2)cc1 | -5 | 2 | -0.3 | -2 | -4 | -16 | 5 | 0.2 | 7 | 8 |
| COc1ccc(/C=C/C(=O)Nc2ccccc2)cc1OC | -8 | 1 | i | 4 | -6 | -5 | 0 | 2.2 | 13 | -16 |
| O=C(NCCN1CCOCC1)c1cc(-c2ccccc2)on1 | 8 | 3 | -0.4 | 3 | -8 | -8 | 0 | . | 2 | 0 |
| O=C1C(=O)N(CCN2CCOCC2)C(c2ccccn2)/C1=C(/O)c1ccc(Cl)cc1 (stereo unspecified) | 0 | 4 | -0.2 | -1 | -1 | . | 2 | . | 8 | -18 |
| CN1CCN(c2ccc([N+](=O)[O-])c(N/N=C3\CN4CCC3CC4)c2)CC1 | -33 | -3 | i | -2 | 9 | . | 1 | . | 10 | 33 |
| O=C(Nc1cc([N+](=O)[O-])ccc1C(=O)NCCN1CCOCC1)c1ccccc1 | -43 | -2 | -0.5 | 4 | -9 | 7 | 0 | 1.2 | 6 | 2 |
| CCc1ccc(NC(=O)Nc2cc(C(=O)NCC3CCCO3)ccc2N2CC3CC(C2)c2cccc(=O)n2C3)cc1 (stereo unspecified) | 5 | 8 | -0.6 | -1 | 20 | -6 | 4 | -1.1 | -9 | -9 |
| Cc1noc(C)c1NC(=O)N(C)C[C@H]1Oc2ccc(NC(=O)NC3CCCCC3)cc2C(=O)N([C@H](C)CO)C[C@@H]1C | -1 | 3 | -0.2 | . | 3 | 9 | 8 | 0.4&-8.7 | 10 | . |
| COc1ccc(NC2CCCN(C(=O)C3(C)CCCCC3)C2)cc1OC (stereo unspecified) | 3 | -20 | -1.0 | 2 | -12 | 19 | -3 | -4.1 | -2 | -26 |
| COc1ccc(CNC(=O)CCC(=O)N2C[C@H]3C[C@H](C2)c2cccc(=O)n2C3)cc1 | 9 | -6 | i | 2 | -10 | . | 4 | 0.9 | 0 | -4 |
| Cc1c(-c2cccc(Cl)c2)nc2ccccc2c1C(=O)OCC(=O)Nc1ccc2c(c1)OCO2 | -2 | 6 | -0.2 | 0 | 2 | 17 | -47 | . | -4 | 10 |
| Cc1ccsc1C(=O)C1CCCN(Cc2cc(C(C)C)n[nH]2)C1 (stereo unspecified) | 8 | 3 | 0.1 | 4 | 9 | -2 | 6 | 1.7 | 8 | 16 |
| CCC(C)(C)NC(=O)CN(C(=O)CCC(=O)Nc1nccs1)c1cccc(C)c1C | 6 | -4 | -0.2 | 3 | 21 | -7 | -3 | 1.6 | -10 | -4 |
| O=S(=O)(Nc1ccc(Cl)cn1)c1ccc2c(c1)OCCO2 | -2 | 0 | i | . | 2 | -6&-11 | 4 | 0.6 | 10 | . |
| COC(=O)c1ccc(N2NC(=O)/C(=C/c3cc(OC)c(OC)c(OC)c3)C2=O)cc1 | 4 | -1 | -0.6 | 2 | -4 | 4 | 9 | -0.3 | 6 | 2 |
| CCOC(=O)C1C(=O)CC(C)(O)C(C(=O)OCC)C1c1ccccc1OC (stereo unspecified) | -6 | 2 | i | 3 | 2 | -2 | 0 | . | -9 | -8 |
| Cc1ccc(C)c2sc(NC(=O)c3nc4ccccc4s3)nc12 | -4 | 9 | i | 1 | -9 | -23&-11 | 2 | 0.0 | -4 | 0 |
| O=[N+]([O-])c1cc(C(F)(F)F)ccc1N1CCN(S(=O)(=O)c2ccc3ccccc3c2)CC1 | 2 | -2 | -0.3 | 7 | 4 | 3 | -6 | . | 16 | 22 |
| Cc1c(Cl)ccc2c(C(=O)O)cc(-c3ccccc3)nc12 | 0 | -7 | -0.3 | 10 | -2 | -9 | -3 | 0.6 | 0 | -26 |
| O=C(CN1CCOCC1)NNC(=O)c1ccc([N+](=O)[O-])cc1 | -25 | 10 | i | -4 | 2 | -11 | -11 | 1.1 | 5 | 29 |
